# Menin-MLL TR inh: menin-MLL binding inhibition, Texas Red mutant peptide. Potency, µM (doses to about 61.6 µM), for the others: at the highest dose FP activity change, negative = inhibition, actives largely listed as inhibitors. AID 1768. actives 0.23% (n = 270,000). O00255. Menin + Texas Red MLL mutant peptide, fluorescence polarization; active = well fitted inhibition curve with a large enough effect in the polarisation, with a control signal flat, not every such curve was filed as active; inconclusive = small, poorly fitted or top-dose-only effect, or effect the other way, or a change in a side signal; inactive = no such curve, though single readings can be large or run the other way; the % refers to the polarisation; also: potency is read from the fitted curve at half-maximal effect; % of control where 0% means no effect; many of its hits are not listed in these tables
# RORg inh: blocks mouse ROR gamma transcriptional activity; actives 5.4% (n = 310,000); Potency, µM (highest dose often 53.6 µM), for inactives: at the highest dose activity change, negative = inhibition, actives largely listed as inhibitors; Drosophila S2 Gal4-RORgamma UAS-luciferase reporter, 20 h; also: potency is read from the fitted curve at half-maximal effect; % is scaled to controls: 0 for no effect and ±100 for the full control effect; nearly all actives have a fitted effect of over 60% in size
#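 Schneider cells (Drosophila), stable Gal4 DBD–ROR gamma + UAS-luc; 1 hr cmpd preincubation; Cu2+ induction 700 uM final; 20 hr ambient; luminescence.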
# FLuc counter: firefly luciferase modulation, counter-screen for miR-21 project | actives 6.9% (n = 360,000) | purified FLuc, Km substrates, luminescence inhibition | P08659 | AID 588342 | Potency, µM (top dose mostly 57.5 µM), for the others: at the highest dose activity change, negative = inhibition, most hits filed as inhibitors;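 also: potency is read from the fitted curve at half-maximal effect; plate controls were vehicle for no effect and reference inhibitor for full effect; nearly all actives have a fitted effect of over 55% in size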
# Target sequence (P08659 whole entry, looked up): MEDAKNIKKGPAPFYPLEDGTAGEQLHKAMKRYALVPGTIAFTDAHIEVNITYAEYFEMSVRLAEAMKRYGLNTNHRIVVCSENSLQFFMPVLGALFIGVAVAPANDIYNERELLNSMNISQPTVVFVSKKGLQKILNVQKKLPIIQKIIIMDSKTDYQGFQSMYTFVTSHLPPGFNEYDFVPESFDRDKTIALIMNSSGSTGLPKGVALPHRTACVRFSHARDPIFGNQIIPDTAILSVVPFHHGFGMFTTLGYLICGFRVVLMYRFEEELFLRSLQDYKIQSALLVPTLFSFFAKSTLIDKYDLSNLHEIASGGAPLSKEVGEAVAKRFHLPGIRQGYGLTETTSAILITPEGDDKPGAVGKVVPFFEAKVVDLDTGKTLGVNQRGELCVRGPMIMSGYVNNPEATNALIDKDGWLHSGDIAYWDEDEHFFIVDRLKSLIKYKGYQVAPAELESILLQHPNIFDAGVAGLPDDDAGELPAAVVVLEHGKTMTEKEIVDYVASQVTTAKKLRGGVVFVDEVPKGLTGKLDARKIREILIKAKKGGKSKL
#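 Purified P. pyralis luciferase (10nM final) with 10uM D-luciferin and 10uM ATP (Km levels) in 50mM Tris acetate pH 7.5, 10mM Mg acetate, 0.01% Tween-20, 0.05% BSA; qHTS 6-point titration, ~60 µM downward; luminescence read.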
# NPC1 promoter act: activates the NPC1 promoter | actives 2.4% (n = 320,000) | Potency, µM (top dose mostly 9.22 µM), for inactives: at the top dose activation, hits mostly activators | AID 485313 | Huh7 NPC1 promoter luciferase reporter, 24 h;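 also: potency is read from the fitted curve at half-maximal effect; % of control where 0% means no effect; nearly all actives have a fitted effect of over 60% in size; reporter is driven by a mutant NPC1 promoter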
#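 Readout is luciferase luminescence, reflecting NPC1 promoter activation in stably transfected Huh7 cells after 24 h compound exposure at 37 °C in reduced-serum medium with 10% FBS.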
# Rab9 prom act: Rab9 promoter activation; Huh7 Rab9 promoter-luciferase reporter, luminescence, 24 h; Potency, µM (titrated, usually from 9.22 µM), for inactives: at the top dose activation, negative = inhibition, actives largely listed as activators; actives 2.8% (n = 320,000); AID 485297; also: potency is read from the fitted curve at half-maximal effect; % of control where 0% means no effect; nearly all actives have a fitted effect of over 60% in size
#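 Measured in stably transfected Huh7 cells bearing a Rab9 promoter–luciferase construct: 24 h compound treatment at 37 °C, followed by luminescence detection.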
# ELG1 genotoxic: genotoxicity induction in ELG1-luciferase HEK293T cells; HEK293T ELG1-luciferase reporter, luminescence, 16 h; actives 1.3% (n = 330,000); Potency, µM (top dose mostly 46 µM), for inactives: at the top dose activity change, positive = activation, usual class: activators; also: potency is read from the fitted curve at half-maximal effect; % of control where 0% means no effect; nearly all actives have a fitted effect of over 60% in size
#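 ELG1-luciferase HEK293T cells, 2,000/well; compound pinned in; 16 hr, 37 °C, 5% CO2; ONE-Glo, 30 min RT; luminescence on CCD imager.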
# Gal4-VP16 FLuc: counter-screen for ROR gamma inhibitors: Gal4-VP16 reporter; Drosophila S2 Gal4-VP16 UAS-luciferase, luminescence, 20 h; Potency, µM (series often up to 53.6 µM), inactives show at the highest dose activity, negative = inhibition, actives largely listed as inhibitors; actives 3.5% (n = 310,000);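 also: Gal4-VP16 expression switched on by copper sulfate through the metallothionein promoter; potency is read from the fitted curve at half-maximal effect; % is scaled to controls: 0 for no effect and ±100 for the full control effect; nearly all actives have a fitted effect of over 50% in size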
# p53 reactivator: re-activators of mutant p53 | H1299 p53-A138V BP100-luciferase reporter, luminescence, 24 h | Potency, µM (doses to about 92.2 µM), without a hit: at the top dose activity change, positive = activation, usual class: activators | actives 0.063% (n = 320,000); also: potency is read from the fitted curve at half-maximal effect; % of control where 0% means no effect; nearly all actives have a fitted effect of over 45% in size
#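 p53-null H1299 cells stably carrying temperature-sensitive p53-A138V and a BP100-luciferase reporter were pinned with compounds (4-point, 1:5 series) and held 24 hrs at 37 deg C. Luminescence was read 10 min after detection reagent.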
# Giardia kill: Giardia lamblia killing; Giardia lamblia trophozoite viability; actives 0.15% (n = 340,000); AID 540267; activity change, % at 7.66 µM, hits read low; in the data active = activity change below about -80%; inconclusive = between about -30% and that limit;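 also: parasites exposed to compound for two days anaerobically before the ATP read; % is scaled to controls: 0 for no effect and ±100 for the full control effect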
#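 Viability, read as ATP luminescence: trophozoites at 100 cells/well, compound added, 48 hrs anaerobic at 37 deg C, then 15-30 min room-temperature development before reading.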
# BRCA1 expr act: BRCA1 expression activation | MCF7-BRCA1-FFLuc reporter, luminescence, 48 h; response scale: scaled: vehicle 0%, 10 µM genistein 100% | Potency, µM (top dose mostly 46.1 µM), for the others: top-dose activation, usual class: activators | actives 1.1% (n = 380,000) | AID 624202; also: potency is read from the fitted curve at half-maximal effect; nearly all actives have a fitted effect of over 80% in size; some results filed as inactive show a strong effect at the top dose
#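 48 h compound treatment of MCF7-BRCA1-FFLuc cells (phenol-red free MEM, 37 °C), then 15 min with luciferase substrate and luminescence imaging.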
# PKM2 act: activators of human pyruvate kinase M2 | P14618 | purified PKM2, Kinase-Glo ATP luminescence, activation; response scale: 0% is enzyme alone, no compound | Potency, µM (highest dose often 57.5 µM), inactives show top-dose activation, actives largely listed as activators | actives 0.34% (n = 260,000); also: potency is read from the fitted curve at half-maximal effect; % is scaled to controls: 0 for no effect and ±100 for the full control effect; nearly all actives have a fitted effect of over 55% in size
# Target sequence (P14618 whole entry, looked up): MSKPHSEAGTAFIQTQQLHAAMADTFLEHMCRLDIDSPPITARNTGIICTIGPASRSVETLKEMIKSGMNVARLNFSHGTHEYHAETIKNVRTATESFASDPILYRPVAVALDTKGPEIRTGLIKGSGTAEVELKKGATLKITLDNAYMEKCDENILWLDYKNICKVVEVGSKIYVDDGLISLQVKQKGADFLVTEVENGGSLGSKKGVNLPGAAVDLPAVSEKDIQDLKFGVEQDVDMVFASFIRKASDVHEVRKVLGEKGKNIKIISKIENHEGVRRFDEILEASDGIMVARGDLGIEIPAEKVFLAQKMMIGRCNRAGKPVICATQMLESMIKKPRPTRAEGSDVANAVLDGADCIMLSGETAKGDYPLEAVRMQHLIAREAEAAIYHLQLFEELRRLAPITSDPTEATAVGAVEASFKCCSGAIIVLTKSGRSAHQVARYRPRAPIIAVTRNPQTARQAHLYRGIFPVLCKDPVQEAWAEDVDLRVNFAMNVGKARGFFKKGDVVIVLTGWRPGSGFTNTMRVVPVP
#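 Purified hPK-M2 (>95%) run at intermediate activity with 0.1 mM ADP and 0.5 mM PEP in 50 mM imidazole pH 7.2, KCl, MgCl2; 1 h room temperature. ATP formed read by Kinase-Glo luminescence; normalized to uninhibited and no-enzyme controls.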
# Starred values were filed as active, the others as inactive; ? = inconclusive; . = not tested or not shown; [ ] = remark or other dose. Unless noted, calls follow the shape of the dose curve; as a rule, active = well fitted curve in the direction sought with a large enough effect; inconclusive = small, poorly fitted or top-dose-only effect, or another doubt; inactive = no such curve, though single readings can be large; an effect the other way counts as inactive or inconclusive. These rows are one share of the data. The share of hits here may be higher or lower than overall.
no.	structure	Menin-MLL TR inh	RORg inh	FLuc counter	NPC1 promoter act	Rab9 prom act	ELG1 genotoxic
1	COc1ccc(N(Cc2ccccc2)S(=O)(=O)c2cccc(C(=O)NCC3CCCO3)c2)cc1 (centres undefined)	.	.	?	-1%	4%	-8%
2	C/C(=N\NC(=O)C1(C)CC1(Br)Br)c1ccc(C)cc1C (centres undefined)	-19%	?	-9%	-4%	0%	-5%
3	COCc1cc(C)nc(OCC(=O)N/N=C/c2ccc(OC)c(OC)c2)c1C#N	-10%	-15%	2%	0%	-2%	-1%
4	CN(C)C=NC(=O)c1cc(C(=O)c2ccc(F)cc2)c[nH]1	0%	23%	-5%	0%	-2%	-5%
5	Cc1ccc(C)c(NC(=S)NC(NC(=O)Cc2cccc3ccccc23)C(Cl)(Cl)Cl)c1 (centres undefined)	?	?	2%	-11%	-9%	1%
6	C=CCn1c(SCc2nc3ccccc3c(=O)[nH]2)nc2ccccc2c1=O	-4%	-5%	-11%	12%	-1%	0%
7	COC(=O)c1ccc(COc2ccccc2/C=C(\C#N)C(=O)Nc2c(C)cccc2C)cc1	1%	?	-1%	-13%	-11%	11%
8	N#CNC(=Nc1cccc(C(F)(F)F)c1)SCc1ccc(C(=O)O)cc1	.	20%	?	-3%	4%	1%
9	Cc1cc(O)c(C(C)C)cc1NC(=O)c1ccc(Cl)cc1	-4%	28%	-2%	0%	-2%	0%
10	CN1CCN(C2OC(=O)c3ccccc32)CC1 (centres undefined)	2%	-16%	4%	0%	7%	3%
11	O=C(CSC1=Nc2ccccc2C2=NC(CC(=O)NC3CCCCC3)C(=O)N12)NCc1ccco1 (centres undefined)	-1%	1%	-2%	3%	-1%	0%
12	CCCS(=O)(=O)c1nc(S(=O)(=O)c2ccc(C)cc2)c(NCc2ccc3c(c2)OCO3)s1	9%	?	0%	6%	-1%	2%

no.	Gal4-VP16 FLuc	p53 reactivator	Giardia kill	BRCA1 expr act	PKM2 act
1	.	-12%	-22	-32%	.
2	-12%	9%	-5	-30%	0%
3	-16%	-4%	6	-26%	1%
4	1%[10 µM]	-3%	6	28%	2%
5	?	-3%	-17	-90%	-1%
6	8%	-3%	16	-14%	-4%
7	?	4%	23	-69%	0%
8	-5%	-1%	17	3%	14%
9	1%	50%	-18	-3%	26%
10	-5%	-3%	-3	-14%	2%
11	-15%	-7%	-5	-2%	-3%
12	-26%	-9%	3	-21%	24%

# (cont.)
no.	structure	Menin-MLL TR inh	RORg inh	FLuc counter	NPC1 promoter act	Rab9 prom act	ELG1 genotoxic
13	Cc1cc(C)n(Cc2cccc(F)c2)c(=O)c1C#N	9%	-6%	8%	0%	-7%	1%
14	COc1ccc(S(=O)(=O)NC2CC(=O)N(c3ccc(C)c(C)c3)C2)cc1C (centres undefined)	.	.	5%	-3%	-5%	-3%
15	O=C(Nc1ccc(Nc2ccccc2)cc1)c1cccc(F)c1	?	?	13µM*	?	4.5µM*	?
16	O=C(CSc1nc2ccccc2n1Cc1ccc(Cl)cc1)N/N=C/c1ccccc1C(=O)O	24%	-2%	?	-3%	-8%	2%
17	CCOc1cnc(-c2c(-c3c(Cl)cccc3Cl)noc2C)o1	-8%	45%	-2%	0%	2%	1%
18	Cc1ccc2nc3c(cc(C(=O)NCCc4ccccc4)c(=N)n3CCN3CCOCC3)c(=O)n2c1	?	6%	-3%	2%	0%	6%
19	O=C(NCCc1ccccc1)c1ccnc(/C=N/O)c1	11%	3%	-12%	20%	11%	4%
20	Nc1cccc(S(=O)(=O)Nc2ccc(Br)cc2)c1	.	2%	4%	-2%	-3%	-1%
21	CSc1nc2n(n1)C(c1cc(Br)ccc1F)C(C(=O)N(C)C)=C(C)N2 (centres undefined)	-8%	-9%	0%	-1%	-3%	0%
22	CCCC/C(C)=N\NC(=O)CNS(=O)(=O)c1ccc([N+](=O)[O-])cc1	-7%	-12%	6%	1%	2%	0%
23	CS(=O)(=O)N(CC(=O)NCCSCc1cccc(Cl)c1)c1ccc(F)cc1	5%	13%	3%	-3%	6%	-8%
24	COc1ccc(N2C(=O)CCC(C(=O)Nc3ccccn3)C2c2ccc(OC)c(OC)c2)cc1 (centres undefined)	0%	-4%	1%	1%	-2%	8%

no.	Gal4-VP16 FLuc	p53 reactivator	Giardia kill	BRCA1 expr act	PKM2 act
13	1%	-12%	14	-33%	?
14	.	-2%	-17	-2%	.
15	14%	16%	-28	?	0%[11.5 µM]
16	-12%	0%	10	0%	2%
17	-1%	-4%	22	-1%	?
18	0%	0%	16	-47%	.
19	0%	13%	-1	42%	-13%
20	0%	-5%	17	-4%	?
21	-9%	-1%	-17	-1%	-9%
22	-4%	-2%	-15	8%	2%
23	2%	2%	9	1%	2%
24	-1%	-4%	3	0%	0%

# Next section.
no.	structure	Menin-MLL TR inh	RORg inh	FLuc counter	NPC1 promoter act	Rab9 prom act	ELG1 genotoxic
25	COc1cc(C(=O)OCCN2CCOCC2)cc(OC)c1OC	21%	-6%	3%	2%	1%	3%
26	COc1ccc(-c2nc3c(=O)n(C)c(=O)[nH]c3n2CCc2ccccc2)cc1	-1%	19%	-19%	3%	10%	-4%
27	Cc1ccc(CS(=O)(=O)c2ncc(Cl)c(C(=O)Nc3nnc(C)s3)n2)cc1	.	14µM*	1%	-51%[inhibitor]	-64%[inhibitor]	-22%
28	COc1ccc(S(=O)(=O)N2CCCC2=O)cc1N(C)S(C)(=O)=O	-8%	?	-2%	-2%	7%	1%
29	Cn1c(CCNC(=O)c2cccs2)nnc1SCC(=O)N1CCN(c2ccccc2)CC1	-2%	8%	6%	2%	-8%	-4%
30	CCCCOC(=O)Cn1c(=O)n(CC(=O)OCCCC)c2cc(C)ccc21	?	0%	0%	0%	-1%	-8%
31	Cc1cc(-c2ccc(C)c(S(=O)(=O)Nc3cccc(CN4CCCC4)c3)c2)on1	.	-29%	1%	0%	-8%	5%
32	O=C(c1cc(C(=O)N2CCOCC2)c2nc3ccccc3n2c1)c1ccccc1O	.	-10%	-8%	9%	1%	-1%
33	CC(NC(=O)Nc1ccc(F)cc1)c1ccc2c(c1)OCO2 (centres undefined)	17%	-3%	4%	-2%	4%	0%
34	Cc1cc(NC(=O)C(C)SCC(=O)OC(C)C(=O)Nc2cccc(C#N)c2)no1 (centres undefined)	.	.	2%	-5%	-7%	-1%
35	CN(CC(=O)Nc1cccc(S(=O)(=O)NC2=NCCC2)c1)Cc1ccccc1Cl	.	.	-1%	2%	3%	0%
36	CN(CC(=O)N1CCN(c2ccccn2)CC1)S(=O)(=O)c1ccccc1	-16%	?	0%[2.3 µM]	18%	15%	5%
37	CC(=O)Nc1ccc(C(=O)OCC(=O)NC(=O)NC(C)(C)C)cc1	5%	1%	12%	-3%	-4%	-1%
38	CN(C)C(=O)CSc1ccc(S(=O)(=O)N2CCCC2)cn1	.	.	3%	-2%	1%	3%
39	CCOc1ncccc1C(=O)Nc1ccc(C)cn1	.	10%	3%	0%	0%	19%

no.	Gal4-VP16 FLuc	p53 reactivator	Giardia kill	BRCA1 expr act	PKM2 act
25	-2%	5%	3	1%	1%
26	8%	2%	-8	36%	-11%
27	6.3µM*	-27%	1	-66%[inhibitor]	.
28	11%	8%	2	-13%	-1%
29	-2%	-2%	13	-4%	2%
30	18%	3%	0	-5%	10%
31	-4%	18%	6	1%	.
32	7%	2%	29	-31%	1%
33	?	-2%	-15	15%	-3%
34	.	4%	12	7%	.
35	.	-3%	-5	-26%	.
36	-4%	11%	-18	65%	-1%
37	14%	0%	5	7%	-3%
38	.	-1%	-7	-12%	.
39	-7%	-6%	10	0%	7%

# Three of these compounds in a different format:
entry	Molecule	Menin-MLL TR inh	RORg inh	FLuc counter	NPC1 promoter act	Rab9 prom act	ELG1 genotoxic	Gal4-VP16 FLuc	p53 reactivator	Giardia kill	BRCA1 expr act	PKM2 act
33	CC(NC(=O)Nc1ccc(F)cc1)c1ccc2c(c1)OCO2 (centres undefined)	17%	-3%	4%	-2%	4%	0%	?	-2%	-15	15%	-3%
38	CN(C)C(=O)CSc1ccc(S(=O)(=O)N2CCCC2)cn1	.	.	3%	-2%	1%	3%	.	-1%	-7	-12%	.
39	CCOc1ncccc1C(=O)Nc1ccc(C)cn1	.	10%	3%	0%	0%	19%	-7%	-6%	10	0%	7%
